PAFAH1B2 FP inh: blocks human PAF acetylhydrolase 1b catalytic subunit 2. P68402. recombinant PAFAH1B2, FP-rhodamine activity probe, fluorescence polarization. inhibition, % at 3.39 µM. hit rate 1.2% among 340,000;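 active means inhibition above the mean of all tested compounds plus 3 SD, cut at about 24% in these data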;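 further: 0% = enzyme with DMSO and 100% = wells lacking PAFAH1B2; many of its hits are not listed in these tables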
Target sequence (P68402 whole entry, looked up): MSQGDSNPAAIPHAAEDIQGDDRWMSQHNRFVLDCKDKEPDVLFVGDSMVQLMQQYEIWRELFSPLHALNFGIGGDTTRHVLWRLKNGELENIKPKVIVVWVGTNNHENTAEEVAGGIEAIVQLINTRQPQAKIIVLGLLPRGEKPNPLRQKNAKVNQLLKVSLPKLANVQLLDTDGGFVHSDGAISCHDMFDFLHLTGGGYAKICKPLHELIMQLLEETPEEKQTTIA
GSTO1 counter: blocks human GSTO1 in RBBP9 counter-screen; hit rate 1.1% among 300,000; inhibition, % at 5.96 µM; P78417; recombinant GSTO1, activity-based probe fluorescence polarization;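 active means inhibition above the campaign mean inhibition plus 3 SD, cut at about 35% in these data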;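 further: 0% = GSTO1-1 with DMSO and 100% = wells lacking GSTO1-1 enzyme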
PME-1 inh: PME-1 (human) inhibition; Q9Y570; recombinant PME-1, FP-Rh probe fluorescence polarization; inhibition, % at 5.9 µM; hit rate 0.53% among 320,000;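 active means inhibition above the campaign mean of all compounds plus 3 SD, cut at about 26% in these data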;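 further: competitive labeling of PME-1 active site by serine hydrolase directed probe; 0% = PME-1 with DMSO and 100% = wells lacking PME-1 enzyme; inhibitors block probe labeling so polarization falls and inhibition rises; many of its hits are not listed in these tables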
PAFAH2 inh: inhibitors of human PAFAH2; inhibition, % at 3.39 µM; recombinant PAFAH2, FP-rhodamine activity probe, fluorescence polarization; hit rate 0.99% among 340,000;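 active means inhibition above the mean over all tested compounds plus 3 SD, cut at about 30% in these data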;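 further: inhibitors block probe labeling of enzyme so polarization drops; 0% = enzyme with DMSO and 100% = wells lacking PAFAH2 protein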
pPAFAH FP inh: pPAFAH (human) enzyme inhibition; hit rate 1.5% among 330,000; recombinant pPAFAH, FP-rhodamine probe fluorescence polarization; inhibition, % at 3.39 µM; Q13093; AID 463082;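 active means inhibition above the mean inhibition across the screen plus 3 SD, cut at about 25% in these data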;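 further: inhibitors block binding of the rhodamine activity-based probe so polarization drops; 0% = enzyme with DMSO and 100% = wells lacking pPAFAH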
Target sequence (Q13093 whole entry, looked up): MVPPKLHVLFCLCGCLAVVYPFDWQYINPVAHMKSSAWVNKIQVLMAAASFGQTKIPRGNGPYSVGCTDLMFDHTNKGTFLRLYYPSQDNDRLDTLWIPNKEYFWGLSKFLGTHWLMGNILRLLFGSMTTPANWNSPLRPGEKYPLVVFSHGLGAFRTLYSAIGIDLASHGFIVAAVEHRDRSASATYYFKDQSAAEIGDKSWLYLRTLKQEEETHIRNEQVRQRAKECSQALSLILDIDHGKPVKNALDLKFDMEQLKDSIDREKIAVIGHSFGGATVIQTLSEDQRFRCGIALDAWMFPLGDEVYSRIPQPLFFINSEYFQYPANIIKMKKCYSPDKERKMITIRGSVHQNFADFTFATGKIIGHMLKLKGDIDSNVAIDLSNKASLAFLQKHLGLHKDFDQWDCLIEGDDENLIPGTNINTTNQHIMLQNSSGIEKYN
PAFAH1B3 inh: inhibitors of human PAFAH1B3; inhibition, % at 3.39 µM; recombinant PAFAH1B3, FP-rhodamine probe, fluorescence polarization; hit rate 0.28% among 340,000; Q15102;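 active means inhibition above the screen-wide average of all tested compounds plus 3 SD, cut at about 25% in these data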;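 further: 0% = enzyme with DMSO only and 100% = wells lacking PAFAH1B3 protein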
Target sequence (Q15102 whole entry, looked up): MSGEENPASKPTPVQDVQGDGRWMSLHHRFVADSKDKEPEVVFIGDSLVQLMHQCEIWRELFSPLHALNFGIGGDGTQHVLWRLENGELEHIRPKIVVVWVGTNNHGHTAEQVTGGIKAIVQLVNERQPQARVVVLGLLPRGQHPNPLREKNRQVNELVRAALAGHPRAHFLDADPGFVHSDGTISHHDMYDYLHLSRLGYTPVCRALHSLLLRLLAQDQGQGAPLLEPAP
Fam108B counter: blocks mouse Fam108B hydrolase in RBBP9 counter-screen. recombinant Fam108B, FP-Rh probe fluorescence polarization. inhibition, % at 9.51 µM. hit rate 0.33% among 300,000;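 active means inhibition above the screen mean inhibition plus 3 SD, computed separately per campaign, cut at about 18% in these data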;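 further: inhibitors lower polarization as less probe binds the enzyme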
PAD4 FP inh: blocks human protein arginine deiminase 4. hit rate 0.41% among 330,000. AID 485272. inhibition, % at 6.36 µM. recombinant PAD4, RCA probe fluorescence polarization. Q9UM07;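 active means percent inhibition above a cutoff equal to the mean of all tested compounds plus 3 SD, cut at about 15% in these data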;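 further: 0% = PAD4 with RCA probe and DMSO and 100% = probe without PAD4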
LYPLA1 inh: blocks human lysophospholipase 1, a PME1 counter-screen. O75608. recombinant LYPLA1, FP-Rh probe fluorescence polarization. inhibition, % at 5.9 µM. hit rate 0.16% among 320,000;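 active means inhibition above the mean of all tested compounds plus 3 SD, set per campaign, cut at about 14% in these data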;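 further: inhibitors block serine hydrolase probe labeling of LYPLA1 so polarization falls; 0% = enzyme with DMSO and 100% = wells lacking LYPLA1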
* hit, by the source's call. These rows are one share of the data; the hit share may differ from the screen's.

Screening CCN(C[C@H]1N[C@@](Cc2ccccc2)(C(=O)OC)[C@H]2C(=O)N(Cc3ccccc3)C(=O)[C@@H]12)S(=O)(=O)c1ccc(OC(F)(F)F)cc1 returned PAFAH1B2 FP inh 2.8, PAFAH2 inh 4.0, pPAFAH FP inh -2.0, PAFAH1B3 inh 1.6 and PAD4 FP inh -0.4.
Screening O=C(O)C1C2C=CC(C2)C1C(=O)NCc1ccc(Cl)c(Cl)c1 (centres undefined) returned PAFAH1B2 FP inh 1.6, GSTO1 counter 0.6, PME-1 inh -0.1, PAFAH2 inh 2.3, pPAFAH FP inh 4.2, PAFAH1B3 inh 3.4, Fam108B counter -0.5, PAD4 FP inh -3.1 and LYPLA1 inh -0.8.
For C=CCn1c(CSc2nc3ccccc3s2)n[nH]c1=S the results were PAFAH1B2 FP inh -1.1, GSTO1 counter 8.2, PME-1 inh -7.2, PAFAH2 inh -0.7, pPAFAH FP inh -2.5, PAFAH1B3 inh -10.8, Fam108B counter -5.6, PAD4 FP inh 1.3 and LYPLA1 inh -2.3.
For O=C1COc2ccc(C(=O)COC(=O)c3sc4ccccc4c3Cl)cc2N1 the results were PAFAH1B2 FP inh -9.8, GSTO1 counter -22.1, PME-1 inh -47.0, PAFAH2 inh -36.1, pPAFAH FP inh -1.6, PAFAH1B3 inh -25.4, Fam108B counter -26.9, PAD4 FP inh 3.1 and LYPLA1 inh -17.1.
For COc1ccccc1C(=O)Nc1ccnn1C1CCN(Cc2cn(C)c3ccccc23)CC1 the results were PAFAH1B2 FP inh 4.8, GSTO1 counter 6.6, PME-1 inh 4.8, PAFAH2 inh 5.2, pPAFAH FP inh 6.0, PAFAH1B3 inh 9.0, Fam108B counter 3.3, PAD4 FP inh 2.7 and LYPLA1 inh -1.8.
CC(CCc1ccccc1)NC(=O)/C=C/c1ccc(F)cc1 (centres undefined) was read as GSTO1 counter -0.5, PME-1 inh -3.0, pPAFAH FP inh 0.6, Fam108B counter -5.0, PAD4 FP inh -8.6 and LYPLA1 inh -1.7.
Screening O=C(COC(=O)c1cc(Cl)ccc1O)Nc1ccccc1C(=O)NC1CC1 returned PAFAH1B2 FP inh 2.4, PAFAH2 inh 2.3, pPAFAH FP inh 0.8, PAFAH1B3 inh 6.0 and PAD4 FP inh -7.3.
`N#Cc1cn(CCOC(=O)c2cccc(C(F)(F)F)c2)c(=O)[nH]c1=O` gave PAFAH1B2 FP inh 6.0, GSTO1 counter -5.1, PME-1 inh -1.7, PAFAH2 inh 3.3, pPAFAH FP inh 4.5, PAFAH1B3 inh 8.4, Fam108B counter -2.9, PAD4 FP inh 1.2 and LYPLA1 inh -0.9.
Screening O=c1c2ccccc2c(=O)n(Cc2ccccc2)n1Cc1ccccc1 returned PAFAH1B2 FP inh -1.6, GSTO1 counter 0.1, PME-1 inh -1.6, PAFAH2 inh -8.9, pPAFAH FP inh 13.8, PAFAH1B3 inh 0.7, Fam108B counter 1.8, PAD4 FP inh 0.7 and LYPLA1 inh -3.2.
COC(=O)c1ccc(Oc2coc3cc(OCc4ccc([N+](=O)[O-])cc4)ccc3c2=O)cc1 was read as PAFAH1B2 FP inh -5.8, GSTO1 counter -3.5, PME-1 inh 2.3, PAFAH2 inh -12.0, pPAFAH FP inh 18.4, PAFAH1B3 inh -5.1, Fam108B counter -7.4, PAD4 FP inh -1.8 and LYPLA1 inh -2.9.
O=C(CSc1nnnn1-c1ccccc1F)Nc1nc2ccccc2s1 was read as PAFAH1B2 FP inh -11.5, GSTO1 counter -4.1, PME-1 inh -5.8, PAFAH2 inh -22.2, pPAFAH FP inh 1.4, PAFAH1B3 inh -10.5, Fam108B counter -14.4, PAD4 FP inh 5.1 and LYPLA1 inh -6.5.
`Cc1ccc(C(=O)NNc2nc3ccccc3nc2C(F)(F)F)cc1` gave PAFAH1B2 FP inh 4.2, GSTO1 counter 4.3, PME-1 inh -1.7, PAFAH2 inh 0.1, pPAFAH FP inh 0.8, PAFAH1B3 inh -1.1, Fam108B counter -2.8, PAD4 FP inh -3.3 and LYPLA1 inh 0.1.
Screening Cc1c(NS(=O)(=O)c2ccc(Cl)c(C(=O)OCC(=O)NCc3ccco3)c2)c(=O)n(-c2ccccc2)n1C returned PAFAH1B2 FP inh 1.8, GSTO1 counter -5.9, PME-1 inh 9.3, PAFAH2 inh 3.3, pPAFAH FP inh 1.2, PAFAH1B3 inh 5.5, Fam108B counter 6.0, PAD4 FP inh 2.2 and LYPLA1 inh -1.4.
For Cc1ccc(C2=NN(CCC#N)C(=O)CO2)cc1 the results were PAFAH1B2 FP inh -1.7, GSTO1 counter 0.8, PME-1 inh -4.5, PAFAH2 inh 1.4, pPAFAH FP inh 2.4, PAFAH1B3 inh 14.5, Fam108B counter -2.4, PAD4 FP inh -1.8 and LYPLA1 inh 1.2.
For CCOC(=O)Cn1c2ccccc2c2nc3ccccc3nc21 the results were PAFAH1B2 FP inh 1.9, GSTO1 counter -1.3, PME-1 inh 3.0, PAFAH2 inh 10.3, pPAFAH FP inh -3.5, PAFAH1B3 inh 1.0, Fam108B counter -2.2, PAD4 FP inh -3.2 and LYPLA1 inh 4.2.
Screening CSc1ccccc1NC(=O)CSCc1ccc(C)cc1 returned PAFAH1B2 FP inh 8.8, GSTO1 counter 18.4, PME-1 inh -3.8, PAFAH2 inh 9.8, pPAFAH FP inh 3.1, PAFAH1B3 inh 2.1, Fam108B counter 3.4, PAD4 FP inh 0.1 and LYPLA1 inh -4.2.
Screening O=C(O)c1ccccc1N(Cc1ccccc1)C(=O)COc1ccccc1 returned PAFAH1B2 FP inh 7.0, GSTO1 counter 6.7, PME-1 inh 6.2, PAFAH2 inh -0.2, pPAFAH FP inh 1.0, PAFAH1B3 inh 7.8, Fam108B counter 3.4, PAD4 FP inh 0.4 and LYPLA1 inh 1.4.
For Cc1ccc(C)c(-n2nnnc2Sc2nnnn2-c2ccccc2)c1 the results were PAFAH1B2 FP inh 8.0, GSTO1 counter -1.8, PME-1 inh -4.5, PAFAH2 inh -23.0, pPAFAH FP inh 5.8, PAFAH1B3 inh -1.8, Fam108B counter -1.2, PAD4 FP inh 18.2* and LYPLA1 inh -0.7.
`COc1ccccc1NC(=S)NCc1ccc(S(N)(=O)=O)cc1` gave PAFAH1B2 FP inh 2.0, GSTO1 counter 1.6, PME-1 inh 4.7, PAFAH2 inh -1.1, pPAFAH FP inh 4.9, PAFAH1B3 inh 0.0, Fam108B counter -2.7, PAD4 FP inh -3.4 and LYPLA1 inh 1.1.
Screening O=C(CCNC(=O)c1ccc(Cl)cc1)Nc1ccc(Cl)cc1F returned PAFAH1B2 FP inh 1.8, GSTO1 counter -1.0, PME-1 inh 2.1, PAFAH2 inh 6.4, pPAFAH FP inh 3.6, PAFAH1B3 inh -9.1, Fam108B counter -3.5, PAD4 FP inh -0.3 and LYPLA1 inh -3.2.
Screening Cc1cc(C)cc(NC(=O)CSc2nnc(-c3ccncc3)o2)c1 returned PAFAH1B2 FP inh 1.3, GSTO1 counter -3.8, PME-1 inh 4.2, PAFAH2 inh -4.8, pPAFAH FP inh 2.2, PAFAH1B3 inh 6.6, Fam108B counter 2.6, PAD4 FP inh -1.6 and LYPLA1 inh -0.1.
COc1ccc(CCNC(=O)c2ccc(-c3ccc([N+](=O)[O-])cc3)o2)cc1OC was read as PAFAH1B2 FP inh -7.2, GSTO1 counter -5.3, PME-1 inh 0.6, PAFAH2 inh -3.1, pPAFAH FP inh 4.3, PAFAH1B3 inh -4.2, Fam108B counter 5.4, PAD4 FP inh -3.5 and LYPLA1 inh 1.6.
Screening CCOC(=O)CCC(=O)O[C@H]1[C@H](O[C@@H]2[C@@H](C)[C@H](O[C@H]3C[C@@](C)(OC)[C@@H](O)[C@H](C)O3)[C@@H](C)C(=O)O[C@H](CC)[C@@](C)(O)[C@H](O)[C@@H](C)C(=O)[C@H](C)C[C@@]2(C)O)O[C@H](C)C[C@@H]1N(C)C returned PAFAH1B2 FP inh 8.7, GSTO1 counter 4.4, PME-1 inh -0.4, PAFAH2 inh -10.4, pPAFAH FP inh 0.6, PAFAH1B3 inh -0.4, Fam108B counter 1.1, PAD4 FP inh 0.0 and LYPLA1 inh 0.0.
`Cc1ccc(C)c(S(=O)(=O)N/N=C/c2cccnc2)c1` gave PAFAH1B2 FP inh 3.4, GSTO1 counter 3.7, PME-1 inh 3.7, PAFAH2 inh 2.6, pPAFAH FP inh 7.2, PAFAH1B3 inh 5.4, Fam108B counter -2.5, PAD4 FP inh -0.7 and LYPLA1 inh 3.0.
`COc1ccc(-c2nn(-c3ccccc3)cc2C(=O)NCC(c2cccs2)N2CCOCC2)cc1` (centres undefined) gave PAFAH1B2 FP inh 1.2, GSTO1 counter -0.6, PME-1 inh 2.6, PAFAH2 inh -1.0, pPAFAH FP inh -0.9, PAFAH1B3 inh 4.6, Fam108B counter -1.3, PAD4 FP inh -2.5 and LYPLA1 inh -2.2.
For O=[N+]([O-])c1cccnc1Oc1cccnc1 the results were PAFAH1B2 FP inh 1.9, GSTO1 counter 3.9, PME-1 inh -4.7, PAFAH2 inh -3.1, pPAFAH FP inh 2.7, PAFAH1B3 inh 4.3, Fam108B counter -2.6, PAD4 FP inh -0.5 and LYPLA1 inh 3.6.
CC(C)N(Cc1cc2ccccc2[nH]c1=O)C(=O)C1CCCCC1 was read as PAFAH1B2 FP inh -2.4, GSTO1 counter -7.9, PME-1 inh 0.1, PAFAH2 inh 3.4, pPAFAH FP inh 1.5, PAFAH1B3 inh -1.5, Fam108B counter -5.2, PAD4 FP inh -5.7 and LYPLA1 inh -2.4.
CCCN1CCC(NC(=S)Nc2ccc(C(=O)OCC)cc2)CC1 was read as PAFAH1B2 FP inh 1.6, GSTO1 counter -0.4, PME-1 inh 0.0, PAFAH2 inh 0.0, pPAFAH FP inh 2.9, PAFAH1B3 inh 6.3, Fam108B counter -1.6, PAD4 FP inh -2.2 and LYPLA1 inh -1.9.
`CCCCCCC(C)OC(=O)c1ccccc1C(=O)O` (centres undefined) gave PAFAH1B2 FP inh 15.2, GSTO1 counter 6.2, PME-1 inh 2.0, PAFAH2 inh -1.7, pPAFAH FP inh -0.1, PAFAH1B3 inh -10.0, Fam108B counter 1.8, PAD4 FP inh -4.2 and LYPLA1 inh 6.8.
Cn1c(SCc2ccccc2Br)nc2ccccc2c1=O was read as PAFAH1B2 FP inh -1.3, GSTO1 counter -3.2, PME-1 inh -10.0, PAFAH2 inh 0.8, pPAFAH FP inh 2.3, PAFAH1B3 inh 0.3, Fam108B counter -6.2, PAD4 FP inh 1.5 and LYPLA1 inh -1.1.
For COc1cc(OC)cc(C(=O)NCCCN2CCN(CCCNC(=O)c3cc(OC)cc(OC)c3)CC2)c1 the results were PAFAH1B2 FP inh 1.1, GSTO1 counter 2.7, PME-1 inh -6.4, PAFAH2 inh 3.6, pPAFAH FP inh -2.4, PAFAH1B3 inh 8.8, Fam108B counter 11.8, PAD4 FP inh 1.0 and LYPLA1 inh 1.6.
`Cc1ccccc1C(=O)Nc1ccc2c(c1)nc(CCNC(=O)c1ccco1)n2C` gave PAFAH1B2 FP inh 3.0, GSTO1 counter 4.6, PME-1 inh 3.9, PAFAH2 inh 4.5, pPAFAH FP inh 4.3, PAFAH1B3 inh -1.6, Fam108B counter 1.0, PAD4 FP inh 1.8 and LYPLA1 inh -0.5.

Compound activity deposited in PubChem BioAssay by The Scripps Research Institute Molecular Screening Center.
